# Compound activity as filed in PubChem BioAssay.
# PLAP inhibition – inhibition of human placental alkaline phosphatase – biochemical, luminescence, HTS (AID 690); purified PLAP, luminescent substrate; higher % means a stronger effect; inhibition, % at 20 µM, or IC50 in µM where a hit was titrated; 0.08% of 96,000 active; in the data active means a potency from the dose series; inactive means the rest, 99 in 100 with inhibition below about 30%; further: strong numbers were not always called active
# MRP resist rev – compounds reversing MRP-mediated drug resistance | AID 602 | differential viability (reversal), % at 10 µM | H69AR cells + 2 uM doxorubicin, CellTiter-Glo, 72 h | 0.04% of 85,000 active;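 active means viability drop by adding the cancer drug above about 55%, with treated viability meeting a 40% cutoff, limit read from the data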;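 further: viability without doxorubicin minus viability with 2 µM doxorubicin for each compound; larger differential means the compound sensitizes cells more to doxorubicin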
# NFkB transloc pot – enhances IL-1B driven NFkB nuclear translocation; 0.3% of 94,000 active; activation, % at 2 µM; HUVEC IL-1B NFkB p65 nuclear translocation imaging;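 active means activation above 40%, about the mean plus 3 SD, also judged a hit on visual image review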;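 further: percent activation is computed from the nuclear over cytoplasmic p65 intensity ratio; values of inactives mirror those of a sister screen read the other way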
# Bcl-B TR3 displacers – displacers of TR3 peptide from Bcl-B, primary screen, selectivity assay for Bfl-1 inhibitor project, biochemical, fluorescence polarization; FP displacement of FITC-TR3 peptide from Bcl-B; higher % means a stronger effect; displacement, % at 20 µM; hits with a dose series show IC50 in µM; AID 748; 0.11% of 96,000 active;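 active means displacement above 50% at 20 µM plus a fluorescence interference ratio under 1.5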;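 further: plate controls were wells without compound for no effect and wells lacking Bcl-B protein for full effect; a part of the inactive calls stands beside numbers as strong as those of hits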
# NFkB transloc inh – blocks IL-1B driven NFkB nuclear translocation in HUVEC cells | HUVEC IL-1B NFkB p65 nuclear translocation imaging | inhibition, % at 2 µM | 0.43% of 94,000 active;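 active means inhibition above about 30% together with a positive call from visual inspection of the well image, limit read from the data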;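 further: nuclear over cytoplasmic p65 intensity ratio measured by imaging; 0% = IL-1B stimulated DMSO wells and 100% = unstimulated DMSO wells; values of inactives mirror those of a sister screen read the other way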
# MRP resist rev cytotoxicity – further read-out of MRP resist rev, marked with its call; viability, %; H69AR cells, CellTiter-Glo, 72 h; measured here: cytotoxicity without doxorubicin
# MRP resist rev with doxorubicin – also measured in MRP resist rev; calls as there; viability, %; measured here: viability with 2 uM doxorubicin; active compounds read low
# NFkB transloc inh cell count 2 µM – recorded beside NFkB transloc inh, whose call it bears; cell count; measured here: cells passing quality filter;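 raw number of nuclei counted in each imaged well without normalization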
# NFkB transloc pot cell count 2 µM – second read-out of NFkB transloc pot, no call of its own (marks repeat the call); cell count; measured here: cells passing quality filter
# The depositor's hits bear a star; nt = not tested or not shown. Only part of the results is shown, so the mix of outcomes need not match the whole.
SMILES,PLAP inhibition,MRP resist rev,MRP resist rev cytotoxicity,MRP resist rev with doxorubicin,NFkB transloc pot,NFkB transloc pot cell count 2 µM,Bcl-B TR3 displacers,NFkB transloc inh,NFkB transloc inh cell count 2 µM
O=C(Cc1c(F)cccc1Cl)N1CCCC1,-10%,0,98,98,9,82,-12%,-9,82
CN1C[N+]([O-])=C(c2ccccc2)C1(C)C,9%,-14,97,111,-14,57,2%,14,57
CC(=O)OCCN(CCOC(C)=O)c1c(C)[nH]c(=O)[nH]c1=O,8%,0,93,93,13,111,-7%,-13,111
CCOC(=O)c1cnn(-c2nc(-c3ccccc3)nc3c2COC(C)(C)C3)c1N,-13%,5,78,73,nt,nt,11%,nt,nt
CCOC(=O)N1CCC(NC(=O)c2cc(C(=O)Nc3ccc(OCC)cc3)ccc2CO)CC1,-8%,-9,51,60,8,216,-6%,-8,216
COC(=O)CSc1nnc(-c2ccc(S(=O)(=O)NCc3ccccc3Cl)cc2)o1,14%,-6,89,95,10,52,14%,-10,52
COCC(=O)NCc1nc2ccccc2[nH]1,21%,-6,96,102,nt,nt,7%,nt,nt
O=C(Cc1c(O)c2ccccc2[nH]c1=O)NCc1cccc(F)c1,-9%,0,84,84,nt,nt,8%,nt,nt
CCCN(CCC)C(=O)CC(c1ccccc1)c1ccc(C)cc1O (configuration not stated),-53%,-4,67,71,-11,172,-15%,11,172
CCOc1ccc(-n2nnnc2SCC(=O)N2CCOCC2)cc1,nt,13,105,92,3,92,nt,-3,92
CS(=O)(=O)N(Cc1ccc(C(=O)NC2CCCCC2O)cc1)c1ccccc1 (configuration not stated),8%,2,91,89,18,205,35%,-18,205
C=CCNC(=O)c1onc(CSc2ccccc2)c1C(=O)O,8%,nt,nt,nt,-4,143,-2%,4,143
c1ccc(Cn2c(-c3cncs3)nc3ccccc32)cc1,20%,3,93,90,0,160,1%,0,160
CCOC(=O)COc1ccc(CCNC(C)=O)cc1,2%,8,104,96,4,142,-7%,-4,142
Cc1cc(C)n(CC(O)Cn2cnc3c2c(=O)n(C)c(=O)n3C)n1 (configuration not stated),nt,4,93,89,-1,155,nt,1,155
COC(=O)c1sccc1-n1cccc1C(=O)C(=O)N1CC(C)OC(C)C1 (configuration not stated),-31%,-3,95,98,16,94,-17%,-16,94
CCCOc1ccc(C(=O)CCC(=O)OCC(=O)N2CC(=O)Nc3ccccc32)cc1,6%,nt,nt,nt,-7,145,13%,7,145
CC(NC(=O)c1cccnc1)C(=O)N1CCCCC1 (configuration not stated),-6%,17,102,85,-12,120,0%,12,120
Cc1nnc(SCC(=O)Nc2ccc(S(=O)(=O)N3CCCCC3)cc2)s1,6%,16,108,93,-1,171,3%,1,171
CCn1c(O)c(C=Nc2ccccc2)n(-c2ccccc2)c1=S,-14%,-20,49,70,-7,162,-4%,7,162
COc1ccc(OCC(O)Cn2c(=N)n(CCN3CCOCC3)c3ccccc32)cc1 (configuration not stated),1%,3,100,97,2,180,1%,-2,180
CCCN(CCC)CCNC(=O)C1c2ccccc2C(=O)N(CCOC)C1c1ccc(F)cc1 (configuration not stated),-91%,-6,91,97,14,188,2%,-14,188
C#CCNc1nc(C)nc2c1nnn2Cc1ccccc1F,13%,-1,95,96,5,229,0%,-5,229
COC(=O)c1sccc1NC(=O)C1C2C=CC(O2)C1C(=O)O (configuration not stated),-1%,3,92,89,17,133,1%,-17,133
CN1CCN(C(=O)C2CCC(CNS(=O)(=O)c3cccc4cccnc34)CC2)CC1 (configuration not stated),-19%,31,103,72,-8,155,-1%,8,155
CCOc1ccc(C(CC(=O)O)NS(=O)(=O)c2ccc(C)cc2)cc1OC (configuration not stated),-4%,2,101,99,-12,105,0%,12,105
CCOC(=O)c1sc(NC(=O)c2cc(S(=O)(=O)N3CCOCC3)ccc2C)nc1C,8%,nt,nt,nt,9,157,-2%,-9,157
COCCCn1c(SCC(=O)N2CCc3ccccc32)nnc1-c1ccoc1C,nt,-12,86,98,18,126,nt,-18,126
Cc1ccc(NC(=O)CSCC(=O)N2CCOCC2)cc1,nt,-13,94,107,-7,101,nt,7,101
Cc1ccc(-c2cnn(-c3cccc(C(F)(F)F)c3)c2N)cc1,-2%,nt,nt,nt,22,187,-9%,-22,187
Cc1cc(Nc2ccccc2)n(-c2ccc(Br)cc2)n1,57%,-36,56,92,16,207,-3%,-16,207
C=CCN1C(=O)/C(=C/c2ccc(N(C)C)cc2)S/C1=N\c1nnc(CC)s1,28%,-1,26,27,7,160,-188%,-7,160
COc1cccc(/C=N/Nc2nn3cnnc3c3ccccc23)c1,-28%,1,44,43,-6,174,3%,6,174
Cc1csc2nc(CNS(=O)(=O)c3cccnc3)cn12,nt,-2,93,95,5,126,nt,-4,126
CC1(C)CC(=O)C(C=NCC2CCNCC2)=C(O)C1,8%,-5,95,101,22,124,-11%,-22,124
O=[N+]([O-])CC(=Nc1ccc(Cl)cc1)N/N=C\c1oc(O)c2ccccc12,-71%,18,104,86,2,165,3%,-2,165
CCC1Oc2ccc(C)cc2N(CC(=O)N(Cc2ccc(C)o2)C2CC(C)(C)NC(C)(C)C2)C1=O (configuration not stated),nt,16,32,16,12,86,nt,-12,86
CCOC(=O)c1sc(NC(=O)CN(CC)CC)c(C(=O)OCC)c1C,-21%,7,86,79,2,158,-2%,-2,158
Cc1cccn2c(=O)c3cc(C#N)c(=N)n(CCN4CCOCC4)c3nc12,4%,6,97,91,2,145,21%,-2,145
FC(F)(F)c1cnc(Sc2nnc(-c3cccs3)n2CC2CCCO2)c(Cl)c1 (configuration not stated),-41%,nt,nt,nt,7,118,-1%,-7,118
COc1cccc(N(C(=O)Cn2nnc(-c3ccc(C)o3)n2)C(C(=O)NC(C)(C)C)c2cccs2)c1 (configuration not stated),nt,-14,69,83,-4,108,nt,4,108
O=C1CCCN1Cc1ncnn1-c1ccccc1,nt,-10,96,107,5,170,nt,-5,170
O=C(NCCCn1ccnc1)c1sc2cccc(F)c2c1Cl,-20%,13,85,73,-10,182,-1%,10,182
Cn1c(-c2ccccc2)cnc1SCc1nc2ccccc2c(=O)[nH]1,-147%,4,80,76,-7,128,3%,7,128
O=C(c1cc(Cl)ccc1Cl)N1CCOCC1,-14%,-4,103,106,nt,nt,0%,nt,nt
CCCCCCCCOC(=O)C(NC(=O)CCC(=O)Nc1ccc(S(N)(=O)=O)cc1)C(O)c1ccccc1 (configuration not stated),53%,5,91,87,-11,180,-7%,11,180
O=C(Nc1cc(C(F)(F)F)ccc1F)C1CCC1,0%,8,106,98,1,136,-4%,-1,136
CCn1cc(Br)c(C(=O)N2CCN(c3ccccc3)CC2)n1,-34%,11,95,84,-7,122,-3%,7,122
Cc1nc2ncnn2c(C)c1CCC(=O)N1CCCCC1,12%,10,109,99,-7,63,11%,-3,136
O=C(COc1ncnc2scc(-c3ccc(Cl)cc3)c12)NCc1ccco1,-11%,5,76,71,-11,167,-10%,11,167
O=c1nccc(NCc2ccco2)[nH]1,4%,6,103,97,nt,nt,-2%,nt,nt
NC(=O)c1cc2ccc(O)cc2oc1=Nc1ccccc1,-9%,nt,nt,nt,nt,nt,-16%,nt,nt
CCCCCCNC(=O)Nc1ccccc1,13%,6,85,79,1,82,4%,-1,82
O=C(CSc1nnc(-c2ccco2)n1Cc1ccccc1)NCc1ccccc1,nt,-5,90,94,-3,119,nt,3,119
CN(C)CCCNc1ncnc2c1cnn2-c1ccccc1,-12%,12,99,86,6,57,-11%,-6,57
O=C1CC(c2ccccc2)CC(O)=C1C=NCc1ccc(Cl)cc1 (configuration not stated),-3%,nt,nt,nt,18,123,-1%,-18,123
COc1ccc(-c2nnc(SCC(=O)N(Cc3ccccc3)C(C)(C)C)o2)cc1OC,-54%,-2,77,79,9,127,-7%,-9,127
COc1cc(CNc2ccc(C)c(C)c2)cc(OC)c1OC,-2%,-34,19,53,nt,nt,-7%,nt,nt
O=c1c(-c2ccnn2-c2ccc(F)cc2)cnc2n1CCS2,-14%,1,86,86,7,175,2%,-7,175
CC1=CC(C)(C)N2C(=O)C3(N=C(N)NC(Nc4ccccc4)=N3)c3cc(C)cc1c32 (configuration not stated),-106%,-10,81,91,0,182,0%,0,182
# (cont.)
SMILES,PLAP inhibition,MRP resist rev,MRP resist rev cytotoxicity,MRP resist rev with doxorubicin,NFkB transloc pot,NFkB transloc pot cell count 2 µM,Bcl-B TR3 displacers,NFkB transloc inh,NFkB transloc inh cell count 2 µM
NC(=O)c1sc2nc3c(c(-c4ccco4)c2c1N)CCC3,-6%,-6,86,91,16,127,-4%,-16,127
Cc1ccc(S(=O)(=O)N2CCC(=O)N2)cc1,-17%,nt,nt,nt,-11,140,-2%,11,140
O=C1c2oc3ccccc3c(=O)c2C(c2cccc(O)c2)N1CCCN1CCOCC1 (configuration not stated),-22%,14,99,84,4,173,11%,-4,173
COc1ccc(C(=O)NCc2nc3ccccc3[nH]2)cc1OC,-57%,-8,85,93,4,51,3%,-4,51
CCCCc1ccc(NC(=O)OC)cc1,13%,-37,63,100,nt,nt,3%,nt,nt
Nc1nncn1C(=O)c1ccccc1Cl,-1%,-17,90,107,30,117,1%,-30,117
CCCCc1nnc(SCc2ccc(OCC)cc2)n1N,13%,5,93,88,nt,nt,-8%,nt,nt
N#C/C(=C/c1ccc(Br)o1)C(N)=O,nt,-8,33,41,8,137,nt,-8,137
CCN1CCN(CC(=O)Nc2ccc(Cl)c(Cl)c2)C(=O)C1=O,22%,-1,94,95,4,78,-13%,-4,78
Cc1ccc(-c2nnc(CSc3nnc(COc4ccccc4)n3-c3ccc(C)cc3)o2)cc1,-77%,-43,52,95,nt,nt,-4%,nt,nt
CCCCN(C)C/C(O)=C(\C#N)c1nc(-c2ccccc2)cs1,-34%,-39,39,78,13,68,-9%,-12,68
Cc1cccc(-c2cc3nc4c(c(NCc5ccco5)n3n2)CCCC4)c1,6%,nt,nt,nt,6,87,1%,-6,87

# Results in NFkB transloc inh, for some of the entries so far:
SMILES | NFkB transloc inh
COc1ccc(OCC(O)Cn2c(=N)n(CCN3CCOCC3)c3ccccc32)cc1 (configuration not stated) | -2
COc1cccc(/C=N/Nc2nn3cnnc3c3ccccc23)c1 | 6
C=CCN1C(=O)/C(=C/c2ccc(N(C)C)cc2)S/C1=N\c1nnc(CC)s1 | -7
O=C1CC(c2ccccc2)CC(O)=C1C=NCc1ccc(Cl)cc1 (configuration not stated) | -18

# Next section
SMILES,PLAP inhibition,MRP resist rev,MRP resist rev cytotoxicity,MRP resist rev with doxorubicin,NFkB transloc pot,NFkB transloc pot cell count 2 µM,Bcl-B TR3 displacers,NFkB transloc inh,NFkB transloc inh cell count 2 µM
CSc1nnc(COc2ccc(C)cc2)n1N,nt,6,98,93,-1,99,nt,1,99
O=c1c2ccccc2nc2ccc(NCc3ccco3)nn12,6%,-38,39,77,0,162,12%,0,162
O=C(O)c1ccc(CS(=O)(=O)c2cccc(C(F)(F)F)c2)o1,nt,1,103,102,1,131,8%,-1,131
CCN1C(=O)c2cccc3c(S(=O)(=O)NCc4cccnc4)ccc1c23,16%,9,97,88,11,185,16%,-11,185
CC1(C)Cc2c(sc(/N=C/N3CCOCC3)c2C#N)C(C)(C)N1,-29%,nt,nt,nt,16,135,4%,-16,135
O=C(CN1CCN(S(=O)(=O)c2ccc(Br)cc2)CC1)Nc1ccc2c(c1)OCCO2,-32%,-16,17,34,nt,nt,-5%,nt,nt
Cc1ccc(-n2nc3ccc(NC(=O)c4ccco4)cc3n2)cc1,-11%,13,95,81,19,171,-10%,-19,171
CCCCCCCNC(=O)COc1ccc2c(c1)C(=O)CC(C)(C)O2,-44%,17,99,82,-4,169,8%,4,169
OCCN(Cc1ccccc1)Cc1ccc(Cl)cc1Cl,-13%,1,91,89,2,146,5%,-2,146
CN1C(=O)C2(C(C#N)=C(N)N(c3cc(Cl)cc(Cl)c3)C3=C2C(=O)CC(C)(C)C3)c2ccccc21 (configuration not stated),-26%,nt,nt,nt,21,205,-6%,-21,205
CCOC(=O)C1CCN(Cc2ccc(O)c(OC)c2)CC1,-19%,-4,83,88,-3,220,-1%,3,220
